Screening results (PubChem BioAssay)
GLP-1R agonist: GLP-1 receptor (human) agonism; HEK293 GLP-1R CRE-luciferase, luminescence, 4-6 h; cells express a hypersensitive GLP-1R form; Potency, µM (highest dose often 45.6 µM), inactives show at the top dose activation, most hits filed as activators; 380,000 tested, 0.007% active; AID 624172; note: potency is the fitted concentration of half-maximal effect; % of control where 0% means no effect
Target sequence (P43220 whole entry, looked up): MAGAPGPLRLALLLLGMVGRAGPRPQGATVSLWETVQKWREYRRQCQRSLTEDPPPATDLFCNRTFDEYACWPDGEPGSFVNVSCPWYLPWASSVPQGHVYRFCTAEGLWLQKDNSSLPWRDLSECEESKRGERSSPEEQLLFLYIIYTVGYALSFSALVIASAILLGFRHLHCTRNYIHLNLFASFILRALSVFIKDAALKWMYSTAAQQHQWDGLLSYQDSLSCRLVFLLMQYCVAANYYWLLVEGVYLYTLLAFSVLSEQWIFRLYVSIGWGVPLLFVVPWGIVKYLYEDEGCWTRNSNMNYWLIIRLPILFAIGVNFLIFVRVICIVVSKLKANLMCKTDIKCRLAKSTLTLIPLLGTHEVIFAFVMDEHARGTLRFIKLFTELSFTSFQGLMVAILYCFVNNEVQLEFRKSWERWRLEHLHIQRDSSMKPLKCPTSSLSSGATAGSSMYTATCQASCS
DRD3 agonist: D3 dopamine receptor (human) agonism. P35462. D3R DiscoveRx beta-arrestin cells, luminescence, 90 min. max activation, %. 410,000 tested, 0.58% active; in the data active = max activation above about 30%; note: 0% is about no effect; mostly tested at two doses, the higher about 12 µM
Target sequence (P35462 whole entry, looked up): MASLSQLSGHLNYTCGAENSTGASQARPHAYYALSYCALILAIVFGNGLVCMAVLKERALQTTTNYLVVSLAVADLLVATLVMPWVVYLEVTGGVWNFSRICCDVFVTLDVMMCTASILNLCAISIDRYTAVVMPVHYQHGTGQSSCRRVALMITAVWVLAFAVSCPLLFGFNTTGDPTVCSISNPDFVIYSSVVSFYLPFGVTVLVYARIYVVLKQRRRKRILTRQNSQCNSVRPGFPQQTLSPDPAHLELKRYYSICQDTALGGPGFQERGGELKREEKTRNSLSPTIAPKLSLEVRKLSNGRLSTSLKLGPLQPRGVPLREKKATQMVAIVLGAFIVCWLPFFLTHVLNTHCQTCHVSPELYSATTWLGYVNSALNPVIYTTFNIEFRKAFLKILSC
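Cells at 1500/well, incubated overnight, then treated with pinned compounds (dopamine as control) for 90 min at 37 degrees C. DiscoveRx reagent added for 30 - 60 minutes at room temperature; luminescence read.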
GLP1R cytotox: cytotoxicity in counter-screen for GLP-1R inverse agonists; HEK293 cAMP-luciferase reporter cells, luminescence, 24 h; Potency, µM (series often up to 38.3 µM), inactives show at the highest dose activity change, negative = inhibition, most hits filed as inhibitors; 410,000 tested, 0.13% active;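 note: loss of luciferase light is scored as toxicity; potency is the fitted concentration of half-maximal effect; % is set by controls: 0 for no effect and ±100 for the full control effect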
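Quantitative HTS format, 1536 wells, 200 cells/uL seeded. Compounds: 23 nL, 24 h, 37 °C. Detection: luciferase reagent, luminescence at 12 min RT; decreased signal taken as cytotoxic.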
GLP-1R inv ag: inverse agonists of human GLP-1 receptor. P43220. HEK293 GLP-1R CRE-luciferase, luminescence, 24 h; GLP-1R form is constitutively active. Potency, µM (highest dose often 38.3 µM), for the others: top-dose activity change, negative = inhibition, most hits filed as inhibitors. 410,000 tested, 1.6% active. AID 624417; note: potency is the fitted concentration of half-maximal effect; % is set by controls: 0 for no effect and ±100 for the full control effect; nearly all actives have a fitted effect of over 55% in size
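HEK293 cells stably co-expressing a cAMP-responsive luciferase reporter and constitutively active GLP-1R were seeded, incubated 12 h, then exposed to compounds for 24 h at 37 C. Luminescence was read 12 min after detection reagent; inverse agonists lower signal.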
Active calls of the source: *; ? = inconclusive; / = not tested or not shown; & = joins results of further samples. Unless noted, calls come from the whole dose curve; as a rule, active = well fitted curve in the direction sought with a large enough effect; inconclusive = small, poorly fitted or top-dose-only effect, or another doubt; inactive = no such curve, though single readings can be large; an effect the other way counts as inactive or inconclusive.

SMILES	GLP-1R agonist	DRD3 agonist	GLP1R cytotox	GLP-1R inv ag
NS(=O)(=O)c1ccc(NC(=O)CCC(=O)O)cc1	-4.0%	5.4	/	/
O=S(=O)(O)Oc1ccc(C(c2ccc(OS(=O)(=O)O)cc2)c2ccccn2)cc1	1.8%	7.4	/	/
CCCCCCCCCCCC(=O)[O][Sn]([CH2]CCC)([CH2]CCC)[O]C(=O)CCCCCCCCCCC	6.8%	1.1	/	/
CCCCCCCCCCCCOS(=O)(=O)O	-0.2%	8.2	/	/
CN1CCN(C2=Nc3ccccc3Sc3ccc(Cl)cc32)CC1	1.6%	-21.8	/	/
CCCCCCCCCC(=O)NO	0.0%&-5.1%	6.7&-2.4	/	/
CC(/C=C/C=C(\C)C(=O)O[C@@H]1O[C@H](CO[C@@H]2O[C@H](CO)[C@@H](O)[C@H](O)[C@H]2O)[C@@H](O)[C@H](O)[C@H]1O)=C\C=C\C=C(C)\C=C\C=C(/C)C(=O)O[C@@H]1O[C@H](CO[C@@H]2O[C@H](CO)[C@@H](O)[C@H](O)[C@H]2O)[C@@H](O)[C@H](O)[C@H]1O	4.0%	12.2	/	/
OCC(O)COc1ccc(Cl)cc1 (configuration not stated)	-2.5%	5.1	/	/
CN(C)/N=N/c1nc[nH]c1C(N)=O	0.8%	10.7	/	/
O=S(=O)(O)c1cc(I)c(O)c2ncccc12	-1.3%	12.9	/	/
CS(=O)(=O)OCC(O)C(O)COS(C)(=O)=O (configuration not stated)	-0.9%	-16.4	/	/
CCCCCCCCOc1ccc(C(=O)c2ccccc2)c(O)c1	8.4%	-6.9	/	/
CCCCCCCCCCCCCCCC(=O)OCC(COC(=O)CCCCCCCCCCCCCCC)OC(=O)CCCCCCCCCCCCCCC	-0.2%	5.7	/	/
CC(=O)OC[C@H]1O[C@@](COC(C)=O)(O[C@H]2O[C@H](COC(C)=O)[C@@H](OC(C)=O)[C@H](OC(C)=O)[C@H]2OC(C)=O)[C@@H](OC(C)=O)[C@@H]1OC(C)=O	17.3%	-5.4	/	/
Nc1ccc2cc3ccc(N)cc3nc2c1	-7.1%	11.6	/	/
O=c1c(-c2ccccc2)c1-c1ccccc1	-8.6%	7.7	/	/
CNC1(C)C2CCC(C2)C1(C)C (configuration not stated)	-6.3%	-15.9	/	/
CC(C)OC(=O)Nc1ccc2nc(-c3cscn3)[nH]c2c1	-4.3%	3.0	/	/
O=C(O)[C@@H]1CSCN1	-4.3%	-20.2	/	/
C1CCc2nnnn2CC1	2.9%	0.4	/	/
C=CC(N)CCC(=O)O (configuration not stated)	-0.2%	4.8	/	/
O=[N+]([O-])c1cccc(S(=O)(=O)NCCNS(=O)(=O)c2cccc([N+](=O)[O-])c2)c1	4.7%	1.5	/	/
Cc1cccc(C)c1NC(=O)CN1CCCCCC1	9.8%	-17.7	/	/
CN(C)CCc1c[nH]c2ccc(CS(=O)(=O)N3CCCC3)cc12	?	1.9	/	/
Cc1ccccc1OCC(O)CNCCOc1ccc(C(N)=O)cc1 (configuration not stated)	1.2%	-18.9	/	/
NC(=O)[C@H]1O[C@@H](O)[C@H](O)[C@@H](O)[C@@H]1O	11.3%	-5.9	/	/
CC(O)COc1ccccc1 (configuration not stated)	-2.1%	8.6	/	/
CCOc1ccc(C[C@H]2NC(=O)CCSSC[C@@H](C(=O)N3CCC[C@H]3C(=O)N[C@@H](CCCN)C(=O)NCC(N)=O)NC(=O)[C@H](CC(N)=O)NC(=O)[C@H]([C@@H](C)O)NC(=O)[C@H]([C@@H](C)CC)NC2=O)cc1	3.8%	3.1	/	/
CC1=CCC2CC1C2(C)C (configuration not stated)	7.7%	4.1	/	/
COC(=O)C(c1ccccc1Cl)N1CCc2sccc2C1 (configuration not stated)	6.4%	-1.0	/	/
CCC[C@@H]1C[C@@H](C(=O)N[C@@H]([C@H]2O[C@H](SC)[C@H](O)[C@@H](O)[C@H]2O)[C@@H](C)O)N(C)C1	-2.7%	-0.8	/	/
CCOC(=O)c1ccc(C#Cc2ccc3c(c2)C(C)(C)CCS3)nc1	4.5%	-4.2	/	/
CN1CCN(c2cc3c(nn2)Oc2ccccc2N3C)CC1	-3.5%	-7.5	/	/
O=C(O)Cc1ccc(OCCNC[C@H](O)c2ccccc2)cc1	-3.2%	-0.5	/	/
NC(N)=NN=C(/C=C/c1ccc([N+](=O)[O-])o1)/C=C/c1ccc([N+](=O)[O-])o1	-16.5%	-24.7	/	/
CN(C)CCN1C(=O)c2ccccc2N(C)c2ccccc21	-4.7%	-16.1	/	/
O=C1C(c2[nH]c3ccc(S(=O)(=O)O)cc3c2O)=Nc2ccc(S(=O)(=O)O)cc21	-6.2%&-0.8%&2.0%	5.0&-8.8&-1.8	/	/
NC(=O)C1c2ccccc2CCc2ccccc21	3.6%	-18.2	/	/
Cn1cc(NC(=O)c2cc(NC(=O)c3cc(NC=O)cn3C)cn2C)cc1C(=O)NCCC(=N)N	5.3%	3.7	/	/
CCOC(=O)C1CCN(C(=O)c2ccc(C)c(NC(=O)c3nsc4ccccc34)c2)CC1	/	2.5	1.2%	9.3%
CCOC(=O)C1CCN(C(c2ccccc2)c2c(O)cc(C)n(Cc3ccco3)c2=O)CC1 (configuration not stated)	/	3.6	1.9%	-13.5%
COc1ccc(-n2nc(C(=O)Nc3cc(C)c(Cl)cc3OC)c3c4ccccc4n(C)c3c2=O)cc1	/	1.1	3.0%	5.1%
Cn1c(SCc2ccc(F)cc2)nc2ccc(C(=O)NCc3ccc(F)cc3)cc21	/	-7.9	-1.8%	?
COc1ccc(CNC(=O)CSc2ncc3c(n2)-c2cc(Cl)ccc2N(Cc2ccccc2)S3(=O)=O)cc1	/	7.3	3.5%	5.8%
COc1ccc(NC(=O)c2c(NCc3ccc(OC)c(OC)c3OC)sc3c2CCC3)c(OC)c1	/	-1.4	-1.0%	18.6%
CCCC(=O)Nc1cc(C(=O)NCc2ccccc2)ccc1S(=O)(=O)c1ccc(Cl)cc1	/	-7.1	0.5%	-18.1%
CCOC(=O)c1c(SCC(=O)Nc2cc(Cl)cc(Cl)c2)nc(=O)[nH]c1C	/	5.7	0.3%	3.9%
COc1ccc(CCCc2nnc(SCC(=O)Nc3ccc(F)cc3)o2)cc1C	/	-6.0	-0.2%	9.7%
CCc1ccccc1NC(=O)C(=O)NCC(c1cccnc1)N1CCN(c2ccccc2F)CC1 (configuration not stated)	/	0.9	1.2%	-1.4%
CCn1ccc2cc(S(=O)(=O)N3CCC(C(=O)NCc4ccc(F)cc4)CC3)ccc21	/	5.6	-5.6%	-18.0%
Cc1cccc(NC(=O)c2ccc(N(Cc3ccccc3)S(C)(=O)=O)cc2)c1	/	-7.8	-2.1%	10.1%
CC(C)CCNC(=O)c1c[nH]c2ccc(S(=O)(=O)Nc3cccc(C(F)(F)F)c3)cc2c1=O	/	0.0	-6.0%	?
Cc1ccc(N2CC(NC(=O)c3cc4ccccc4o3)CC2=O)cc1C (configuration not stated)	/	8.3	-0.3%	-2.1%
Cc1cc2c(cc1S(=O)(=O)N1CCC(C)CC1)OCC(=O)N2	/	5.7	-4.8%	2.0%
CC(C)CC(=O)Nc1c(C(=O)N2CCN(c3ccccc3F)CC2)oc2ccccc12	/	-12.5	-1.4%	?
COc1cc(O)ccc1-c1nc2cc(C)ccn2c1Nc1ccccc1C	/	4.8	-27.0%	10µM*
COc1cccc(NC(=O)c2ccc(-c3nc(COc4ccccc4)c(C)o3)cc2)c1	/	61.6*	-10.1%	-7.0%
CCCOc1ccc(NC(=O)CC2C(=O)N(c3ccc(C)cc3)C(=O)N2CCc2ccncc2)cc1 (configuration not stated)	/	-7.2	-11.6%	-12.7%
N#C/C(=C/c1cn(Cc2ccccc2Cl)c2ccccc12)C(=O)Nc1cccc(Cl)c1	/	-8.6	-2.4%	8.0%
O=C(CCS(=O)(=O)c1ccc(Br)s1)Nc1cc(C(F)(F)F)cc(C(F)(F)F)c1	/	2.0	?	?
The list goes on:
SMILES	GLP-1R agonist	DRD3 agonist	GLP1R cytotox	GLP-1R inv ag
CCOc1ccc(CNC(=O)c2ccc(Sc3ccc(C)cc3)c(N)c2)cc1OC	/	5.2	-1.2%	?
CCOC(=O)c1sc(NC(=O)C2c3ccccc3Oc3ccccc32)c(C(=O)OCC)c1C	/	-5.8	18.0%	-10.4%
COc1ccc(NC(=O)CN(C)S(=O)(=O)c2ccc3[nH]c4c(c3c2)CCCC4)cc1OC	/	10.0	-8.8%	?
CCSc1nc(-c2ccccc2OC)nc2c1Cc1c(CO)cnc(C)c1O2	/	2.3	21.5%	5.8%
Cc1cc(N2CCCCC2)nc2ccc(NC(=O)CCC(=O)N3CCN(c4ccccc4)CC3)cc12	/	6.4	1.8%	?
CCOC(=O)C1CCN(S(=O)(=O)c2cc(-c3cc(C)no3)ccc2OC)CC1	/	-16.9	-8.7%	8.3%
COc1ccc(-c2nnc(SCC(=O)Nc3ccccc3C)o2)cc1OC	/	-9.2	2.4%	16.0%
O=C(NC1CC(=O)N(c2cccc(F)c2)C1)c1ccc(S(=O)(=O)N2CCOCC2)cc1 (configuration not stated)	/	11.9	-9.4%	6.7%
Cc1ccc(-n2nc3cc(C)c(NC(=O)c4ccc(-c5ccccc5)o4)cc3n2)cc1	/	2.4	-4.2%	29.7%
N#Cc1cccc(NC(=O)C2CCN(c3cnccn3)CC2)c1	/	-9.4	3.4%	16.2%
CC(C)(C)CC(=O)NCC(c1ccc2c(c1)OCO2)N1CCN(c2ccccc2)CC1 (configuration not stated)	/	-20.5	1.6%	?
Cc1ccc(C)c(NC(=O)CSc2c(C)cnc3c2c(=O)n(C)c(=O)n3C)c1	/	5.6	6.2%	18.3%
CCOC(=O)C1=C(C)N=C2SCCC(=O)N2C1c1ccc(OCc2ccccc2)c(OC)c1 (configuration not stated)	/	3.7	-3.9%	-26.9%
CC1CCN(S(=O)(=O)c2ccc(C(=O)Nc3sc4c(c3C(N)=O)CC(C)(C)NC4(C)C)cc2)CC1	/	-15.0	-4.3%	?
CC(C)(C)C1CCc2c(sc(NC(=O)CCC(=O)O)c2C(=O)Nc2ccccc2C(F)(F)F)C1 (configuration not stated)	/	0.8	0.8%	?
COc1ccc(CNC(=O)CCc2c(C)nc3nc(CNC(=O)OC(C)(C)C)nn3c2C)cc1	/	8.0	0.4%	4.0%
CCOC(=O)C1CCN(S(=O)(=O)c2cc3c4c(c2)CC(=O)N4CCC3)CC1	/	-2.7	3.4%	6.6%

Part of the list above in order of molecular weight, high to low:
SMILES	GLP-1R agonist	DRD3 agonist	GLP1R cytotox	GLP-1R inv ag
CC1CCN(S(=O)(=O)c2ccc(C(=O)Nc3sc4c(c3C(N)=O)CC(C)(C)NC4(C)C)cc2)CC1	/	-15.0	-4.3%	?
CC(C)(C)C1CCc2c(sc(NC(=O)CCC(=O)O)c2C(=O)Nc2ccccc2C(F)(F)F)C1 (configuration not stated)	/	0.8	0.8%	?
Cc1cc(N2CCCCC2)nc2ccc(NC(=O)CCC(=O)N3CCN(c4ccccc4)CC3)cc12	/	6.4	1.8%	?
COc1ccc(CNC(=O)CCc2c(C)nc3nc(CNC(=O)OC(C)(C)C)nn3c2C)cc1	/	8.0	0.4%	4.0%
CCOC(=O)C1=C(C)N=C2SCCC(=O)N2C1c1ccc(OCc2ccccc2)c(OC)c1 (configuration not stated)	/	3.7	-3.9%	-26.9%
CCOC(=O)c1sc(NC(=O)C2c3ccccc3Oc3ccccc32)c(C(=O)OCC)c1C	/	-5.8	18.0%	-10.4%
O=C(NC1CC(=O)N(c2cccc(F)c2)C1)c1ccc(S(=O)(=O)N2CCOCC2)cc1 (configuration not stated)	/	11.9	-9.4%	6.7%
CC(C)(C)CC(=O)NCC(c1ccc2c(c1)OCO2)N1CCN(c2ccccc2)CC1 (configuration not stated)	/	-20.5	1.6%	?
CCOc1ccc(CNC(=O)c2ccc(Sc3ccc(C)cc3)c(N)c2)cc1OC	/	5.2	-1.2%	?
CCOC(=O)C1CCN(S(=O)(=O)c2cc(-c3cc(C)no3)ccc2OC)CC1	/	-16.9	-8.7%	8.3%
Cc1ccc(C)c(NC(=O)CSc2c(C)cnc3c2c(=O)n(C)c(=O)n3C)c1	/	5.6	6.2%	18.3%
CCOC(=O)C1CCN(S(=O)(=O)c2cc3c4c(c2)CC(=O)N4CCC3)CC1	/	-2.7	3.4%	6.6%
COc1ccc(-c2nnc(SCC(=O)Nc3ccccc3C)o2)cc1OC	/	-9.2	2.4%	16.0%
N#Cc1cccc(NC(=O)C2CCN(c3cnccn3)CC2)c1	/	-9.4	3.4%	16.2%

Some of the compounds tested; the hit share may differ from the screen's.
